Screens: PubChem BioAssay, several laboratories
CHRM4 agonist = human M4 muscarinic receptor agonists, primary screen, CHO-K1 cells, Fluo-8 calcium fluorescence | Muscarinic acetylcholine receptor M4 (Homo sapiens), P08173 | CHO-K1 hM4/Gqi5; vehicle 0%, full acetylcholine response 100% | activation, % at 3 µM | actives 0.14% (n = 360,000);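 active = activation above the run mean over all test wells plus 3 SD, cut at about 32% in these data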;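 also: peak over basal fluorescence ratio per well then scaled between controls; 0% = DMSO wells and 100% = acetylcholine at EC100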
Target sequence (P08173 whole entry, looked up): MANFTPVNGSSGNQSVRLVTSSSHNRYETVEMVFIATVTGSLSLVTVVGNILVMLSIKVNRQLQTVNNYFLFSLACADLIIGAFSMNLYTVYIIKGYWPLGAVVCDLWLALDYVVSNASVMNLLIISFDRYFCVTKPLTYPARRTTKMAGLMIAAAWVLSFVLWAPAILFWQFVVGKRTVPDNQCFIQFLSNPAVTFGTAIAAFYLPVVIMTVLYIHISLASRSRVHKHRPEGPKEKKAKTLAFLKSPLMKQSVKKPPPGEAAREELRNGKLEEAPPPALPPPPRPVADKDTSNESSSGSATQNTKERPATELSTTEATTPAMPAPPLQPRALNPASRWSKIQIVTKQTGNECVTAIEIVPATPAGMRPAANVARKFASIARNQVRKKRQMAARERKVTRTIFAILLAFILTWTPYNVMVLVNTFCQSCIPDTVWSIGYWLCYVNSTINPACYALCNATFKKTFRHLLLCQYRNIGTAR
M4 PAM = human M4 muscarinic receptor positive allosteric modulators, primary screen, CHO-K1 cells, Fluo-8 calcium fluorescence. Muscarinic acetylcholine receptor M4 (Homo sapiens), P08173. CHO-K1 hM4/Gqi5, ACh EC20; 0% = ACh EC20, 100% = maximal ACh. activation, % at 3 µM. actives 0.4% (n = 360,000);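 active = activation above its plate's cutoff, the mean activation of sample wells plus 3 SD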; also: some results filed as inactive read as strong as hits
M5 PAM = human M5 muscarinic receptor positive allosteric modulators, primary screen, CHO-K1 cells, Fluo-8 calcium fluorescence; Muscarinic acetylcholine receptor M5 (Homo sapiens), P08912; CHO-K1 hM5, ACh EC20 PAM; 0% = ACh EC20, 100% = ACh EC100; activation, % at 3 µM; actives 0.3% (n = 360,000); AID 624038, 2012;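 active = activation above the run cutoff, the mean activation of all test compounds plus 3 SD, cut at about 18% in these data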
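Test system: CHO-K1 hM5 cells / Doses: single-point, 3 µM nominal / Times: Post-acetylcholine fluorescence recording 140 s / Technique: Fluo-8 calcium fluorescence / Measure: Max/basal fluorescence ratio as % of EC20–EC100 ACh window / Benchmarks: low control EC20 acetylcholine (0%), high control EC100 acetylcholine (100%) / Replicates: one well per compound, no replicates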
M1 PAM = human M1 muscarinic receptor positive allosteric modulators, primary screen, CHO-K1 cells, Fluo-8 calcium fluorescence, 1536-well | Muscarinic acetylcholine receptor M1 (Homo sapiens), P11229 | CHO-K1 hM1, ACh EC20; 0% = ACh EC20, 100% = maximal ACh | activation, % at 3 µM | actives 0.088% (n = 360,000); in the data active = activation above about 19%, passing the limit was not always enough
Target sequence (P11229 whole entry, looked up): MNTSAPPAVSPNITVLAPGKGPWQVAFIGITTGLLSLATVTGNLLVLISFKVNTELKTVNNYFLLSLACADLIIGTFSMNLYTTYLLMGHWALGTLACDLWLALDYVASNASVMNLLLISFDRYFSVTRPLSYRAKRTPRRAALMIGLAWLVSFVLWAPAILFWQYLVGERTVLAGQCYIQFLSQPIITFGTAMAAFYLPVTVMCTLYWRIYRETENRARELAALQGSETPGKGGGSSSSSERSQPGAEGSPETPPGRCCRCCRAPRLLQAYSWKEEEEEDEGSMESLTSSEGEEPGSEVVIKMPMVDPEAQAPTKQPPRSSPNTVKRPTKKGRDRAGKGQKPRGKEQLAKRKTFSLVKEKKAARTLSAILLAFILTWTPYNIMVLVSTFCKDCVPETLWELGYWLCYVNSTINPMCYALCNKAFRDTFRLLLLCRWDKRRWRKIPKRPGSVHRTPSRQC
CHRM5 agonist = human M5 muscarinic receptor agonists, primary screen, CHO-K1 cells, Fluo-8 calcium fluorescence | Muscarinic acetylcholine receptor M5 (Homo sapiens), P08912 | CHO-K1 hM5 cells; 0% DMSO wells, 100% maximal acetylcholine response | activation, % at 3 µM | actives 0.19% (n = 360,000);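 active = activation above the run's mean over test compounds plus 3 SD, cut at about 23% in these data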;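 also: signal is peak over basal fluorescence ratio across the kinetic read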
CRFR2-BP ag = agonists of CRF-BP/CRF-R2 complex, primary screen, cell-based, HEK293, calcium dye fluorescence, uHTS; calcium dye fluorescence (FLIPR); percent of saturating CRF peptide response; activation, % at 13.2 µM; actives 0.46% (n = 350,000);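 active = activation of at least 50%, plus an integration ratio under a set limit after plate pattern correction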;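 also: plate controls were neutral control wells without compound for no effect and CRF at EC100 for full effect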
CHRM4 antagonist = human M4 muscarinic receptor antagonists, primary screen, CHO cells, Fluo-8 calcium fluorescence. CHO-hM4 cells, ACh EC80. inhibition, % at 3 µM. actives 0.73% (n = 360,000);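 active = inhibition above its plate's cutoff, the mean inhibition of sample wells plus 3 SD, cut at about 27% in these data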;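 also: 0% = acetylcholine EC80 with DMSO and 100% = DMSO without agonist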
CRFR2-BP antag = antagonists of CRF-BP/CRF-R2 complex, primary screen, cell-based, HEK293, calcium dye fluorescence, uHTS | CRF-induced calcium fluorescence | AID 588475, 2011 | inhibition, % at 11.8 µM | actives 0.59% (n = 350,000);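 active = inhibition of the ligand-induced calcium signal above about 50% at the single tested concentration, limit read from the data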
CHRM5 antagonist = human M5 muscarinic receptor antagonists, primary screen, CHO cells, Fluo-8 calcium fluorescence | Muscarinic acetylcholine receptor M5 (Homo sapiens), P08912 | CHO-hM5 cells, ACh EC80 | inhibition, % at 3 µM | actives 0.59% (n = 360,000) | AID 624040, 2012;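 active = inhibition above a per-plate cutoff, the mean of that plate's test compounds plus 3 SD, cut at about 27% in these data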;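 also: 0% = acetylcholine EC80 with DMSO and 100% = DMSO without agonist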
* marks the source's active call; other numbers are inactive results.

How did CCc1ccc(N(C(=O)CNC(=O)c2cccs2)C(C(=O)NC(C)(C)C)c2cc(OC)c(OC)c(OC)c2)cc1 (configuration not stated) do in these assays?
CHRM4 agonist: 1; M4 PAM: 6; M5 PAM: 1; M1 PAM: 4; CHRM5 agonist: 1; CRFR2-BP ag: -0.6; CHRM4 antagonist: -13; CRFR2-BP antag: 2; CHRM5 antagonist: -8

How did N=c1sccn1CC(=O)Nc1cc(Cl)ccc1Oc1ccccc1 do in these assays?
CHRM4 agonist: 12; M4 PAM: -3; M5 PAM: -5; M1 PAM: 4; CHRM5 agonist: -4; CRFR2-BP ag: -0.6; CHRM4 antagonist: 4; CRFR2-BP antag: 19; CHRM5 antagonist: 4

What do the screens show for `CC1(C)CC(=O)C(C=Nc2ccccc2C(=O)O)=C(O)C1`?
CHRM4 agonist: 1; M4 PAM: 28; M5 PAM: -2; M1 PAM: 9; CHRM5 agonist: -1; CRFR2-BP ag: -1.9; CHRM4 antagonist: -23; CRFR2-BP antag: 12; CHRM5 antagonist: -4

How did CN(C(=O)COC(=O)c1ccc(S(=O)(=O)N2CCCC2)cc1)c1ccccc1 do in these assays?
CHRM4 agonist: 1; M4 PAM: -14; M5 PAM: -2; M1 PAM: -22; CHRM5 agonist: -16; CRFR2-BP ag: -2.7; CHRM4 antagonist: 3; CRFR2-BP antag: 2; CHRM5 antagonist: 11

How did COc1cc(NC(=O)CCN2CCN(CCO)CC2)cc(OC)c1 do in these assays?
CHRM4 agonist: 1; M4 PAM: 6; M5 PAM: -5; M1 PAM: 5; CHRM5 agonist: -5; CRFR2-BP ag: -0.1; CHRM4 antagonist: 0; CRFR2-BP antag: 17; CHRM5 antagonist: 7

What do the screens show for `CC(C)(C)OC(=O)NCCCC[C@@H](C(=O)N1CCN(C(=O)OC(C)(C)C)CC1)n1cc(CCC(=O)O)nn1`?
CHRM4 agonist: 0; M4 PAM: -4; M5 PAM: 3; M1 PAM: 23; CHRM5 agonist: 0; CRFR2-BP ag: -4.9; CHRM4 antagonist: 6; CRFR2-BP antag: 3; CHRM5 antagonist: 3

What do the screens show for `NC(=O)C1CCN(C(=O)c2ccccc2CCc2ccccc2)CC1`?
CHRM4 agonist: 1; M4 PAM: 4; M5 PAM: 5; M1 PAM: 8; CHRM5 agonist: 2; CRFR2-BP ag: 2.0; CHRM4 antagonist: -5; CRFR2-BP antag: 3; CHRM5 antagonist: -1

How did CCOc1ccc(/C=C/C(=O)Nc2ccccc2C(F)(F)F)cc1 do in these assays?
CHRM4 agonist: 2; M4 PAM: 16; M5 PAM: 3; M1 PAM: 8; CHRM5 agonist: -6; CRFR2-BP ag: -7.4; CHRM4 antagonist: -9; CRFR2-BP antag: -2; CHRM5 antagonist: -14

Results for COc1ccccc1CNC(=O)C(NC(=O)Nc1ccccc1)C(C)C (configuration not stated) ?
CHRM4 agonist: 0; M4 PAM: 2; M5 PAM: 5; M1 PAM: 10; CHRM5 agonist: -3; CRFR2-BP ag: -1.6; CHRM4 antagonist: -5; CRFR2-BP antag: 0; CHRM5 antagonist: -9

What do the screens show for `O=C(CSc1nc2ccccc2[nH]1)Nc1ccc2[nH]c(=O)[nH]c2c1`?
CHRM4 agonist: 1; M4 PAM: 3; M5 PAM: -2; M1 PAM: -7; CHRM5 agonist: 3; CRFR2-BP ag: -1.2; CHRM4 antagonist: -7; CRFR2-BP antag: -9; CHRM5 antagonist: 0

Not a retest: entries from further up.
How did CN(C(=O)COC(=O)c1ccc(S(=O)(=O)N2CCCC2)cc1)c1ccccc1 do in these assays?
CHRM4 agonist: 1; M4 PAM: -14; M5 PAM: -2; M1 PAM: -22; CHRM5 agonist: -16; CRFR2-BP ag: -2.7; CHRM4 antagonist: 3; CRFR2-BP antag: 2; CHRM5 antagonist: 11

How did COc1cc(NC(=O)CCN2CCN(CCO)CC2)cc(OC)c1 do in these assays?
CHRM4 agonist: 1; M4 PAM: 6; M5 PAM: -5; M1 PAM: 5; CHRM5 agonist: -5; CRFR2-BP ag: -0.1; CHRM4 antagonist: 0; CRFR2-BP antag: 17; CHRM5 antagonist: 7

What do the screens show for `CC(C)(C)OC(=O)NCCCC[C@@H](C(=O)N1CCN(C(=O)OC(C)(C)C)CC1)n1cc(CCC(=O)O)nn1`?
CHRM4 agonist: 0; M4 PAM: -4; M5 PAM: 3; M1 PAM: 23; CHRM5 agonist: 0; CRFR2-BP ag: -4.9; CHRM4 antagonist: 6; CRFR2-BP antag: 3; CHRM5 antagonist: 3

(listing goes on)
How did CCn1c(SCC(=O)Nc2nccs2)nnc1-c1ccc(C)cc1 do in these assays?
CHRM4 agonist: 0; M4 PAM: -8; M5 PAM: -4; M1 PAM: -5; CHRM5 agonist: 2; CRFR2-BP ag: -3.8; CHRM4 antagonist: 9; CRFR2-BP antag: 32; CHRM5 antagonist: 1

What do the screens show for `NS(=O)(=O)c1cccc(NC(=O)COC(=O)C2CCN(S(=O)(=O)c3cccs3)CC2)c1`?
CHRM4 agonist: 1; M4 PAM: -5; M5 PAM: -1; M1 PAM: 9; CHRM5 agonist: -2; CRFR2-BP ag: 1.0; CHRM4 antagonist: -1; CRFR2-BP antag: -10; CHRM5 antagonist: 9

How did Cc1c(Cl)cccc1NC(=S)NCc1ccco1 do in these assays?
CHRM4 agonist: 0; M4 PAM: -5; M5 PAM: 11; M1 PAM: -1; CHRM5 agonist: -3; CRFR2-BP ag: -5.0; CHRM4 antagonist: -2; CRFR2-BP antag: 16; CHRM5 antagonist: -10

Results for CCCCn1c(N)c(N(CCOC)C(=O)CSc2nnc(-c3ccncc3)n2CCC)c(=O)[nH]c1=O ?
CHRM4 agonist: 0; M4 PAM: 2; M5 PAM: 2; M1 PAM: 4; CHRM5 agonist: 1; CRFR2-BP ag: 0.9; CHRM4 antagonist: -4; CRFR2-BP antag: 3; CHRM5 antagonist: 0

Results for Cc1cc(C)cc(NC(=S)NCc2cccn2C)c1 ?
CHRM4 agonist: 0; M4 PAM: 0; M5 PAM: -3; M1 PAM: 3; CHRM5 agonist: -3; CRFR2-BP ag: 1.0; CHRM4 antagonist: 2; CRFR2-BP antag: 4; CHRM5 antagonist: 11

What do the screens show for `O=C(c1ccccc1SCc1ccccc1)N1CCOCC1`?
CHRM4 agonist: 1; M4 PAM: 12; M5 PAM: 8; M1 PAM: 4; CHRM5 agonist: -17; CRFR2-BP ag: -2.0; CHRM4 antagonist: -7; CRFR2-BP antag: -6; CHRM5 antagonist: -5

How did O=C1OC2(CCCCC2)OC(=O)C1=CNc1ccc2c(c1)OCO2 do in these assays?
CHRM4 agonist: 0; M4 PAM: -5; M5 PAM: 1; M1 PAM: 1; CHRM5 agonist: -1; CRFR2-BP ag: -0.8; CHRM4 antagonist: 0; CRFR2-BP antag: 9; CHRM5 antagonist: -1

Results for COC(=O)N(C)C[C@@H]1OCc2cnnn2CCCC(=O)N([C@H](C)CO)C[C@H]1C ?
CHRM4 agonist: 1; M4 PAM: 6; M5 PAM: 1; M1 PAM: 11; CHRM5 agonist: 1; CRFR2-BP ag: -1.1; CHRM4 antagonist: -23; CRFR2-BP antag: 9; CHRM5 antagonist: -8

Results for CC1CCCCC1NC(=O)COC(=O)/C=C/c1ccco1 (configuration not stated) ?
CHRM4 agonist: 0; M4 PAM: 7; M5 PAM: 3; M1 PAM: 9; CHRM5 agonist: 0; CRFR2-BP ag: 0.7; CHRM4 antagonist: -2; CRFR2-BP antag: 1; CHRM5 antagonist: -2

What do the screens show for `CCOc1cc(C(=O)NC)cc(OCC)c1OCC`?
CHRM4 agonist: 1; M4 PAM: -5; M5 PAM: -6; M1 PAM: -8; CHRM5 agonist: 4; CRFR2-BP ag: 6.0; CHRM4 antagonist: 4; CRFR2-BP antag: 4; CHRM5 antagonist: 6

What do the screens show for `CCC(OCC(O)CN1CCCCC1)c1ccccc1` (configuration not stated)?
CHRM4 agonist: 1; M4 PAM: -2; M5 PAM: 8; M1 PAM: 7; CHRM5 agonist: -7; CRFR2-BP ag: 2.0; CHRM4 antagonist: -3; CRFR2-BP antag: -5; CHRM5 antagonist: -17

Results for CCCCc1c(C)nc(N2CCCC2)[nH]c1=O ?
CHRM4 agonist: 0; M4 PAM: -11; M5 PAM: 8; M1 PAM: 3; CHRM5 agonist: 0; CRFR2-BP ag: -0.8; CHRM4 antagonist: 8; CRFR2-BP antag: 12; CHRM5 antagonist: 6

How did O=S(=O)(NC1Cc2ccccc2C1)c1ccccc1 do in these assays?
CHRM4 agonist: 1; M4 PAM: 3; M5 PAM: 0; M1 PAM: 9; CHRM5 agonist: -6; CRFR2-BP ag: -3.1; CHRM4 antagonist: 1; CRFR2-BP antag: 0; CHRM5 antagonist: 2

Results for Cn1c(SCC(=O)NC(c2ccccc2)c2ccccc2)nnc1-c1cccs1 ?
CHRM4 agonist: 0; M4 PAM: 2; M5 PAM: 6; M1 PAM: 6; CHRM5 agonist: -7; CRFR2-BP ag: -0.3; CHRM4 antagonist: 2; CRFR2-BP antag: -9; CHRM5 antagonist: -2

How did O=CNc1c(Cl)cc2c(c1Cl)Cc1cc([N+](=O)[O-])ccc1-2 do in these assays?
CHRM4 agonist: 1; M4 PAM: 1; M5 PAM: 2; M1 PAM: 8; CHRM5 agonist: -2; CRFR2-BP ag: -1.1; CHRM4 antagonist: 2; CRFR2-BP antag: -1; CHRM5 antagonist: 9

How did COc1ccc(CCNC(=O)C2CCCN(S(=O)(=O)N3CC(C)CC(C)C3)C2)cc1OC (configuration not stated) do in these assays?
CHRM4 agonist: 2; M4 PAM: -4; M5 PAM: -7; M1 PAM: -4; CHRM5 agonist: -3; CRFR2-BP ag: -3.0; CHRM4 antagonist: -2; CRFR2-BP antag: -1; CHRM5 antagonist: 16

How did CCCCN(C(=O)c1cc(S(=O)(=O)N2CCOCC2)ccc1Cl)c1c(N)n(CC(C)C)c(=O)[nH]c1=O do in these assays?
CHRM4 agonist: 0; M4 PAM: 2; M5 PAM: 6; M1 PAM: 3; CHRM5 agonist: -5; CRFR2-BP ag: 1.6; CHRM4 antagonist: -8; CRFR2-BP antag: 9; CHRM5 antagonist: 2

How did CCCCn1c(N)c(N(C)C(=O)c2cn(-c3ccccc3)nc2-c2ccccc2)c(=O)[nH]c1=O do in these assays?
CHRM4 agonist: 0; M4 PAM: 5; M5 PAM: -1; M1 PAM: 7; CHRM5 agonist: 0; CRFR2-BP ag: -0.6; CHRM4 antagonist: 0; CRFR2-BP antag: -1; CHRM5 antagonist: 1

What do the screens show for `CC(=O)c1cccc(OCc2cc(C(=O)N3CCSCC3)no2)c1`?
CHRM4 agonist: 3; M4 PAM: 0; M5 PAM: 7; M1 PAM: 6; CHRM5 agonist: 0; CRFR2-BP ag: -0.2; CHRM4 antagonist: -7; CRFR2-BP antag: 7; CHRM5 antagonist: -17
